Hsp70 displacement = small molecules displacing fluorescent ligand from Hsp70 – biochemical, fluorescence polarization, primary screen (AID 583) | Hsp70 fluorescence polarization probe displacement, mP; higher % means a stronger effect | displacement, % at 20 µM; hits with a dose series show IC50 in µM | 140,000 tested, 0.06% active; in the data active = displacement above about 50%;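 also: plate controls were vehicle for no effect and reference ligand for full effect; a part of the inactive calls stands beside numbers as strong as those of hits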
MKP-3 inhibition = MKP-3 phosphatase inhibitors, primary screen, biochemical, rat enzyme, in vitro (AID 425) | recombinant MKP-3 phosphatase activity, fluorescence; higher % means a stronger effect | one-dose inhibition, % at 20 µM; IC50 in µM for titrated hits | 110,000 tested, 0.17% active; in the data active = inhibition above about 50%;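 also: plate controls were vehicle for no effect and reference inhibitor for full effect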
Starred values were filed as active, the others as inactive; . = not tested or not shown; & = joins results of further samples. A portion of the library; the hit share may differ from the screen's.

Hsp70 displacement | MKP-3 inhibition | Molecule
-0.3% | -4% | O=C(c1cccc(F)c1)N1CCN(c2ccccc2)CC1
-6.2% | -6% | Cn1c(N)c(C(=O)CSc2nc3ccccc3n2-c2ccccc2)c(=O)n(C)c1=O
-3.1% | . | CCCn1c(SC(C)C(=O)O)nc2ccccc21 (stereo not drawn)
0.2% | 0% | CCOc1cc(C(=O)Nc2c3c(nn2C(C)(C)C)CS(=O)C3)cc(OCC)c1OCC (stereo not drawn)
-3.6% | -7% | COc1cc(C2NC(=O)NC(C)=C2C(=O)OCc2ccccc2)ccc1O (stereo not drawn)
3.0% | 11% | COCCn1c(COc2ccccc2)nnc1SCC(N)=O
2.6% | 2% | COc1cc2c(c(OC)c1)C(c1ccncc1)CC(=O)N2 (stereo not drawn)
5.1% | 1% | COc1ccc2oc(C)c(C(=O)O)c2c1
-2.0% | 2% | CC(C)(C)OC(=O)NCCc1nnc(S(=O)(=O)Cc2ccc(Cl)cc2Cl)o1
-0.7% | 8% | COc1ccc(-c2ccc(/C=C3/C(=O)NC(=O)N(c4ccccc4)C3=O)o2)c([N+](=O)[O-])c1
-2.5% | -2% | COc1cccc(C(=O)Nc2c(F)c(F)c(F)c(F)c2F)c1
7.5% | -8% | CCOC(=O)c1cc(C(=O)OCC)c2cc(Br)ccc2n1
-2.7% | -6% | CCc1ccc(NC2=NC(C(=O)NC3CCCCC3)CC(=O)N2)cc1 (stereo not drawn)
0.1% | -1% | CCN(Cc1ccccc1)C(=O)CN1C(=O)c2ccccc2C1=O
5.3% | -2% | Cc1cc2ccccc2c(=O)n1CC(=O)NCC(=O)N1CCN(c2cccc(Cl)c2)CC1
2.5% | 3% | COC(=O)C1CCN(C(=O)COC(=O)Cn2cnnn2)CC1
-1.1% | 2% | O=C1c2ccccc2C(=O)N1c1ncc(Cc2ccc(Br)cc2)s1
8.1% | . | CC1CCCN(CC(=O)Nc2ccc(S(=O)(=O)N3CCCCC3)cc2)C1 (stereo not drawn)
-1.7% | -4% | COc1ccc(S(=O)(=O)Cc2ccc(C(=O)N3CCN(c4cccc(C)c4C)CC3)o2)cc1
1.6% | 4% | CCOc1ccc(NC(=O)N2CCN(c3nc4ccccc4s3)CC2)cc1
-3.0% | . | O=C(CSc1nnc(-c2ccc(S(=O)(=O)N3CCCC3)cc2)o1)N1CCCC1
-4.7% | . | CCCN(CCC)C1Sc2ccc(C(=O)OC)cc2NC1=O (stereo not drawn)
7.0% | . | COc1ccc(CNC(=O)COC(=O)c2cc(-c3ccco3)nc3ccccc23)cc1
-1.8% | 5% | O=C(/C=C/c1cccs1)OCCNC(=O)c1cccnc1
0.2% | -10% | O=C(Cc1ccccc1)Nc1cccc(-c2nnc(-c3ccco3)o2)c1
1.9% | -5% | Cc1nc(NCCN)c(C#N)c2c1COC(C)(C)C2
-0.2% | -1% | O=C(Nc1nccs1)c1ccc2c(c1)C(=O)N(c1ccc(Cl)cc1)C2=O
3.6% | 0% | CC(=O)Oc1ccc(/C=C(\NC(=O)c2ccccc2)C(=O)NCC(=O)OCc2ccccc2)cc1
0.5% | -6% | Cn1c(CNc2nc3ccccc3n2C)nc2ccccc21
0.2% | . | COc1cccc(C(=O)CSc2nc3cccnc3n2C)c1

Overlap with the part before: 2 compounds; new compounds follow.
Hsp70 displacement | MKP-3 inhibition | Molecule
0.5% | -6% | Cn1c(CNc2nc3ccccc3n2C)nc2ccccc21
0.2% | . | COc1cccc(C(=O)CSc2nc3cccnc3n2C)c1
0.1% | -13% | CC(C)C(C(=O)Nc1ccccc1)N1C(=O)c2ccccc2C1=O (stereo not drawn)
2.5% | -3% | CCOCCCNCc1cccc(OC)c1
-4.0% | . | CCC(Sc1nc(C)cc(C)n1)C(=O)Nc1ccc(Cl)cn1 (stereo not drawn)
-2.2% | . | CCCCN(Cc1ccccc1)C(=O)C1CCN(S(=O)(=O)c2c(C)noc2C)CC1
7.9% | -6% | CCOC(=O)C1=C(N)n2c(s/c(=C\c3cccnc3)c2=O)=C(C(=O)OCC)C1c1cccnc1 (stereo not drawn)
. | 4% | Cc1ccccc1NC(=O)CSc1nc(N)c(C#N)cc1C#N
0.5% | . | CC(C)(C)NC(=O)COC(=O)c1nsc(Cl)c1Cl
3.5% | 1% | NC(=O)c1ccc(NC(=O)c2ccc(Cl)c(Cl)c2)cc1
4.2% | 3% | CC1(C)CC(NC(=O)C2CCCCC2C(=O)O)CC(C)(C)N1 (stereo not drawn)
2.0% | . | CCCOc1ccc(-c2nnc(-c3cccs3)o2)cc1
0.1% | 0% | Cc1cc2c(N)cccc2nn1
0.7% | 2% | CCCC(=O)Nc1c(C)n(C)n(-c2ccccc2)c1=O
-2.0% | -2% | CCN(c1ccccc1)S(=O)(=O)c1ccc(OC)cc1
1.2% | -1% | CCCCCc1nc2ccccc2c(=O)n1N
-1.0% | -4% | CC1(C)Cc2c(sc3ncn4nc(CCC(=O)O)c(=O)nc4c23)CO1
-5.0% | -8% | COC(=O)c1c(N)c(C#N)c2n1CCCCC2
4.8% | -1% | O=C(NCC1(c2ccccc2)CCOCC1)c1ccc(Cl)cc1Cl
-0.9% | 3% | COC(=O)C(NS(C)(=O)=O)(c1c(C)[nH]c2ccccc12)C(F)(F)F (stereo not drawn)
-4.3% | 1% | CCOC(=O)c1sc(NC(=O)c2cc3n(n2)C(C(F)(F)F)CC(c2cccs2)N3)c(C(=O)OCC)c1C (stereo not drawn)
5.5% | 4% | O=C1CC(c2ccc(Cl)c([N+](=O)[O-])c2)c2cc(Br)c3ccccc3c2N1 (stereo not drawn)
2.3% | 0% | CSc1nc2[nH]c3c(c2c2nncn12)CC(C)(C)OC3
-1.3% | -8% | O=C(NCc1ccccc1)c1cc(-n2cnnc2)ccc1Cl
2.2% | 0% | CCc1c(C)c2ccc(OC(=O)c3ccccc3)cc2oc1=O
-2.1% | . | O=C(NC(CSCc1ccccc1)C(=O)N/N=C/c1ccc(O)cc1O)c1ccc([N+](=O)[O-])cc1 (stereo not drawn)
-3.9% | 7% | CC(=O)Cc1nsc(NC(=O)c2ccc(-c3cc(C(F)(F)F)ccc3Cl)o2)n1
5.4% | -1% | C/C(Cl)=C/Cn1c(=O)c2c(nc(Br)n2Cc2ccccc2)n(C)c1=O
-2.4% | 2% | O=C(Nc1ccccc1)c1ccccc1NC(=O)c1ccccc1[N+](=O)[O-]
-4.0% | -9% | CCCCNC(=O)Nc1cc(C(F)(F)F)c[nH]c1=O
-5.8% | 2% | CCn1c2ccccc2c2cc(NC(=O)COc3ccccc3)ccc21
-6.5% | -3% | O=C(C(Cc1ccccc1)n1cccc1)N1CCN(C2CCCCC2)CC1 (stereo not drawn)

Hsp70 displacement | MKP-3 inhibition | Molecule
-1.6% | 1% | COC(=O)c1cc(NC(=O)/C=C/c2cccc([N+](=O)[O-])c2)cc(C(=O)OC)c1
4.1% | . | COc1ccc(-c2ccc(C#N)c(SCC(=O)OCc3ccccc3)n2)cc1OC
0.4% | 1% | CCC(C)(C)n1nnnc1C(c1cccs1)N1CCN(c2nc3ccccc3s2)CC1 (stereo not drawn)
3.8% | 2% | CC(=O)Oc1ccc(N2C(=O)CCC2=O)cc1
-1.3% | 4% | O=C(c1ccco1)N1CCN(C(=O)N2c3ccccc3Sc3ccccc32)CC1
. | -5% | O=C1NC(=O)C(CC(=O)N(Cc2ccco2)C2(C(=O)NC3CCCC3)CCCCC2)N1 (stereo not drawn)
-5.8% | 8% | COc1ccccc1/C=C/C(=O)c1ccc(Br)cc1
10% | 7% | COc1cc2c(C(=O)NCCCOC(C)C)cn(CC(C)C)c(=O)c2cc1OC
2.5% | -4% | Cc1ccc(-c2c(C#N)c(N)nc3c2CCCCC3)o1
5.7% | -6% | Cc1ccc(C(=O)c2coc3ccc(OCC(=O)O)cc23)cc1
1.1% | 4% | COc1cc(/C=C(/NC(=O)c2ccccc2)C(=O)NN)cc(OC)c1OC
9.4% | 1% | O=c1[nH]cnc2c1nc(SCc1ccccc1)n2C1OC(CO)C(O)C1O (stereo not drawn)
1.5% | 2% | CCCc1cc(C(=O)OC)c(NC(=O)c2c(F)cccc2F)s1
0.5% | 2% | Cc1ccc(NC(=O)c2ccc(-c3cc(Cl)ccc3Cl)o2)c([N+](=O)[O-])c1
0.5% | -2% | CCOC(=O)Cn1c(=O)oc2cc(S(=O)(=O)Nc3cc(OCC)ccc3OCC)ccc21
. | -11% | COc1ccc(CNC(=O)Cn2cnc3c(=O)n(C)c(=O)n(C)c32)cc1
-1.2% | . | Cc1ccc(C(=O)N2CC(C)OC(C)C2)c(Cl)c1 (stereo not drawn)
-1.1% | -4% | O=S(=O)(NCCCNS(=O)(=O)c1ccc(Cl)cc1)c1ccc(Cl)cc1
0.1% | 1% | CC(=O)Nc1ccc(-n2c(C)c(C(C)=O)c(C(C)=O)c2C)cc1
-3.7% | -1% | Clc1ccc(C=NN2CCN(Cc3ccccc3)CC2)c(Cl)c1
3.9% | 0% | CC1CCCC(C)N1C(=O)CCN1C(=O)c2ccccc2C1=O (stereo not drawn)
0.1% | -6% | COc1ccc(OC)c(C2CC(=O)N3CN(c4ccccc4F)CSC3=C2C#N)c1 (stereo not drawn)
5.2% | . | O=C(CSC(=S)N1CCCCC1)N1N=CCC1c1ccccc1 (stereo not drawn)
3.9% | 2% | Cc1ccc(-n2nc3cc(C)c(NC(=O)c4cc(Cl)ccc4Cl)cc3n2)cc1
3.7% | 0% | Cc1ccnc(SCC(=O)Nc2ccccc2)n1
-3.3% | 0% | O=C(Nc1ccccc1F)C1CCCN(S(=O)(=O)c2cccc3cccnc23)C1 (stereo not drawn)
-0.3% | -12% | Cc1cc(S(=O)(=O)N2CCOCC2)ccc1F
-2.2% | 3% | COc1ccc(Br)cc1C(=O)Nc1cccc(C(F)(F)F)c1
-1.1% | . | CC(C)COC(=O)N1CCCC1C(=O)O (stereo not drawn)
-1.3% | -3% | O=C(O)C1CC=C(Cl)CC1C(=O)NCC1OCCc2ccccc21 (stereo not drawn)

Grouped by structure: the compounds so far with a cyano group
Hsp70 displacement | MKP-3 inhibition | Molecule
1.9% | -5% | Cc1nc(NCCN)c(C#N)c2c1COC(C)(C)C2
. | 4% | Cc1ccccc1NC(=O)CSc1nc(N)c(C#N)cc1C#N
-5.0% | -8% | COC(=O)c1c(N)c(C#N)c2n1CCCCC2
4.1% | . | COc1ccc(-c2ccc(C#N)c(SCC(=O)OCc3ccccc3)n2)cc1OC
2.5% | -4% | Cc1ccc(-c2c(C#N)c(N)nc3c2CCCCC3)o1
0.1% | -6% | COc1ccc(OC)c(C2CC(=O)N3CN(c4ccccc4F)CSC3=C2C#N)c1 (stereo not drawn)

The listing continues.
Hsp70 displacement | MKP-3 inhibition | Molecule
-2.2% | 3% | COCCn1c(Sc2ccccc2)nc2c1c(=O)[nH]c(=O)n2C
-1.9% | 1% | O=C(Nc1ccc(Cl)c(Cl)c1)c1cc2cc(Br)ccc2oc1=O
1.6% | 0% | O=c1oc2cc(OCc3ccc(F)cc3)c(Cl)cc2c2c1CCC2
0.0% | 2% | CCc1ccccc1NC(=O)c1cc2cc(OC)ccc2oc1=O
2.1% | -2% | CN(CCCCCC(=O)/C=N/O)Cc1ccccc1
1.3% | . | Cc1ccc2[nH]c(=O)c(CN(CCO)C(=O)N(C)C)cc2c1
-1.1% | -10% | COCCSc1nnc(NC(=O)COC)s1
3.4% | 4% | c1ccc(CSc2nnc(-c3ccco3)n2Cc2ccco2)cc1
4.4% | 6% | CC(=O)Nc1ccc2oc(-c3ccccc3)nc2c1
0.9% | -6% | Brc1ccccc1-c1nnc(CSc2nnc3sc4ccccc4n23)o1
-0.6% | 4% | C[C@@H]1C[C@H]2[C@@H]3CCC4=CC(=O)C=C[C@]4(C)[C@@]3(F)[C@@H](O)C[C@]2(C)[C@@]1(O)C(=O)COP(=O)(O)O
-1.3% | -1% | O=C(CSc1nc2ccccc2[nH]1)Nc1ccc(Cl)c(Cl)c1
-6.3% | . | CCOc1ccc(NC(=O)CN2CCN(CC(=O)Nc3ccc(Cl)c(C(F)(F)F)c3)CC2)cc1
-0.9% | 2% | COc1ccc(CCNC(=O)Cc2ccc(Cl)cc2)cc1
1.2% | . | O=C(O)CNC(=O)CCN1C(=O)c2ccccc2C1=O
3.9% | 0% | CC(C)N1CCC(=NNC(=O)C2CC2)CC1
0.9% | 2% | CSc1nc2ccc(N3C(=O)c4ccccc4C3=O)cc2s1
1.0%&4.8% | 4%&-5% | CN(C)S(=O)(=O)c1ccc(C(=O)Nc2ccc(Cl)cc2)cc1
0.2% | 4% | CC1=C(C(=O)OCCc2ccccc2)C(c2ccc([N+](=O)[O-])cc2)NC(=O)N1C (stereo not drawn)
3.2% | 3% | O=C(Nc1ccccc1)c1ccccc1N=Cc1cc(Cl)cc(Cl)c1O
19% | 0% | CCOC(=O)c1c(C)oc2cc(Cl)c(OC)c(OC)c12
98% | -4% | Cc1c(C=O)c(=O)oc2c3c4c(cc12)CCCN4CCC3
-1.5% | -17% | CC1(C)CC(=O)C(C=Nc2ccc3cn[nH]c3c2)=C(O)C1
-3.2% | -9% | COc1ccc(C2N(Cc3ccccc3)CCN2Cc2ccccc2)cc1OC
5.6% | -1% | O=C(Nc1cccc(F)c1)c1cccc(F)c1

Entries of single compounds as entered above. Screens in order: Hsp70 displacement | MKP-3 inhibition
Listed for CSc1nc2ccc(N3C(=O)c4ccccc4C3=O)cc2s1 → 0.9% | 2%
Listed for COCCn1c(Sc2ccccc2)nc2c1c(=O)[nH]c(=O)n2C → -2.2% | 3%
Listed for O=C(CSc1nc2ccccc2[nH]1)Nc1ccc(Cl)c(Cl)c1 → -1.3% | -1%
Listed for Brc1ccccc1-c1nnc(CSc2nnc3sc4ccccc4n23)o1 → 0.9% | -6%
Listed for c1ccc(CSc2nnc(-c3ccco3)n2Cc2ccco2)cc1 → 3.4% | 4%

Screens as filed in PubChem.
